High-throughput results as filed in PubChem BioAssay.
TrxR1 inh = inhibitors of rat thioredoxin reductase 1 | recombinant rTrxR1, NADPH fluorescence consumption, selenite substrate | 1% of 390,000 active | O89049 | Potency, µM (top dose mostly 114 µM), inactives show at the highest dose activity change, negative = inhibition, most hits filed as inhibitors | AID 588453; also: potency is read from the fitted curve at half-maximal effect; % is scaled to controls: 0 for no effect and ±100 for the full control effect; nearly all actives have a fitted effect of over 65% in size
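Rat TrxR1 (90 nM in the dispensed reagent) was pre-reduced with 400 uM NADPH for 5 min at room temperature, then incubated with compound for 15 min. After 400 uM selenite was added, NADPH fluorescence (Ex 340/Em 450 nm) was followed for 8 min.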
TRHR enhancer = TRH receptor (human) allosteric enhancement | P34981 | TRHR cells, fluo-8 calcium fluorescence, EC20 TRH enhancement | enhancement, % at 2 µM | 0.66% of 360,000 active | AID 493056; in the data active = enhancement above about 30%; also: 0% is about no effect
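Enhancer read-out: after compound pinning and an initial kinetic agonist-mode read, an EC20 of TRH (10 nM final) was injected and fluo-8 calcium signal (Ex 480/Em 530) followed at 1 s/cycle for 100 cycles in TRHR-expressing cells.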
PI4K2A inh = blocks human PI4K2A kinase activity. purified PI4K2A, ADP-Glo luminescence, 1 h; active compounds read low. activity change, negative = inhibition, % at 76.9 µM. AID 1346378. Q9BTU6. 0.13% of 420,000 active; in the data active = activity change below about -50%; inconclusive = mostly about -30% to -49%;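 also: -100% = wells without enzyme as full effect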
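PI4K2A activity was measured by ADP-Glo luminescence: enzyme (4 ug/mL stock) and phosphatidylinositol (1.2 mM stock) in Tris pH 7.5/MgCl2/EGTA/Triton X-100 buffer were reacted with ATP (300 microM stock) for one hour at ambient temperature.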
TrxR1 substrate = is turned over as a substrate by rat TrxR1; O89049; purified TrxR1 substrate turnover, NADPH consumption readout; Potency, µM (titrated, usually from 114 µM), without a hit: at the top dose activity change, negative = substrate turnover; 0.01% of 390,000 active; also: potency is read from the fitted curve at half-maximal effect; % is scaled to controls: 0 for no effect and ±100 for the full control effect; nearly all actives have a fitted effect of over 50% in size
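Rat TrxR1, dispensed at 90 nM, was prereduced with 400 uM NADPH (final) for 5 min at ~22 deg C, then incubated with compound 15 min before 400 uM selenite. A first-read NADPH fluorescence drop versus no-compound background flagged substrates.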
D2 antagonist = antagonists of human D2 dopamine receptor; 2% of 340,000 active; HEK293 TREx D2 cells, calcium flux, dopamine EC80; inhibition, % at 10 µM; in the data active = inhibition above about 30%; also: 0% is about no effect
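Tetracycline-induced HEK293 T-REx cells expressing D2 force-coupled to calcium signalling were dye-loaded, exposed to compound for 180 s, then challenged with an EC80 of dopamine; calcium flux was followed kinetically for a further 180 s.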
TRHR ag = activates the human TRH receptor; 0.18% of 360,000 active; activation, % at 2 µM; AID 493084; P34981; TRHR cells, calcium flux fluo-8, FDSS agonist mode; in the data active = activation above about 30%; also: 0% is about no effect
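In this calcium-flux screen, cells bearing human TRHR are dye-loaded with fluo-8, baselined for 10 cycles, then exposed to library compounds; positive kinetic calcium responses during the agonist phase mark hits, with TRH as control.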
USP1-UAF1 inh = USP1/UAF1 (human) deubiquitinase inhibition. O94782. recombinant USP1/UAF1, Ub-Rhodamine cleavage fluorescence. Potency, µM (top dose mostly 57.1 µM), for inactives: at the highest dose activity change, negative = inhibition, most hits filed as inhibitors. 0.23% of 390,000 active. AID 743255; also: potency is read from the fitted curve at half-maximal effect; % is scaled to controls: 0 for no effect and ±100 for the full control effect; nearly all actives have a fitted effect of over 60% in size; inactives centre near -12
Target sequence (O94782 whole entry, looked up): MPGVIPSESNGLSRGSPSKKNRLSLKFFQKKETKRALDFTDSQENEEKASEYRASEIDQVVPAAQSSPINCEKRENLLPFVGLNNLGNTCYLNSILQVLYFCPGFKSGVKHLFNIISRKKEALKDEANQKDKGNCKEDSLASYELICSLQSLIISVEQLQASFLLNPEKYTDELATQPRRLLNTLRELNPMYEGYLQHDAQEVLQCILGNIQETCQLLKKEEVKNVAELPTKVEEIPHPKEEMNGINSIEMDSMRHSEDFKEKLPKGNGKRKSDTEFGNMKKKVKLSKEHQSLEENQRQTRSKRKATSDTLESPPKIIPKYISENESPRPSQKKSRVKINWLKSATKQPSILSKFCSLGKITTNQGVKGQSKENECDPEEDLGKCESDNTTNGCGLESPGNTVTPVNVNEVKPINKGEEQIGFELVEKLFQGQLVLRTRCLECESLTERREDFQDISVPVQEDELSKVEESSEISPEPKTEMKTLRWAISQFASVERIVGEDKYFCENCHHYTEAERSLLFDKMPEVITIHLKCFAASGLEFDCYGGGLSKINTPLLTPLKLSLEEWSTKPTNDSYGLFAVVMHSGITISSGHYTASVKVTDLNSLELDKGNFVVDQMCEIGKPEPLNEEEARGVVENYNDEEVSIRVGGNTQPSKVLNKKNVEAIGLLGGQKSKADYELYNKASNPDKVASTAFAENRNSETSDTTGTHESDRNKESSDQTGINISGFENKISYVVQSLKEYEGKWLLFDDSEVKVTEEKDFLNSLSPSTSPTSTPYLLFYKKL
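USP1/UAF1 complex at 1 nM was preincubated with compound for 15 min at room temperature, then Ub-Rho substrate (150nM final) was added. Fluorescence (480/540 nm) was read kinetically, 6 reads every 60 seconds.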
D2 ag = D2 dopamine receptor (human) agonism; P14416; HEK293 T-REx D2 cells, calcium flux agonist mode; activation, % at 2 µM; 0.53% of 340,000 active; AID 485358;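 active = activation over 3 SD above normal in the single-dose calcium agonist read, cut at about 30% in these data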; also: 0% is about no effect
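Calcium-flux readout, 1 cycle/sec over 180 s following compound pin transfer, in inducible HEK293 Trex D2 cells (force-coupled); dopamine controls included. Positive calcium responses during this window marked compounds as potential agonists.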
IDH1 R132H inh = inhibitors of human mutant IDH1 R132H | O75874 | IDH1-R132H enzyme, NADPH consumption, diaphorase/resazurin fluorescence | Potency, µM (doses to about 76.6 µM), inactives show at the highest dose activity change, negative = inhibition, most hits filed as inhibitors | 0.093% of 390,000 active; also: potency is read from the fitted curve at half-maximal effect; % is scaled to controls: 0 for no effect and ±100 for the full control effect; nearly all actives have a fitted effect of over 65% in size
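IDH1-R132H (0.5 ug/mL dispensed) in pH 7.5 Tris buffer was preincubated 30 min with compound, then given a substrate mix of 0.016 mM NADPH and 2 mM alpha-KG for 80 min at room temperature; remaining NADPH was read by diaphorase/resazurin fluorescence.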
Numbers without * were called inactive; ? = inconclusive; nt = no result given; & = joins results of further samples; [ ] = another dose, or the depositor's remark. Unless noted, calls follow the shape of the dose curve; as a rule, active = well fitted inhibition curve with a large enough effect; inconclusive = small, poorly fitted or top-dose-only effect; inactive = no such curve, though single readings can be large or run the other way.

Every second line gives: PI4K2A inh | TrxR1 inh | TRHR enhancer | TRHR ag | D2 antagonist | USP1-UAF1 inh | TrxR1 substrate | D2 ag | IDH1 R132H inh
1	CC(C)(C)NS(=O)(=O)c1ccc(CCC(=O)Nc2ccc3c(c2)OCO3)cc1
    3 | 18% | -2 | -0.2 | 12 | ? | 9% | -0.3 | 14%
2	CCc1ccc(S(=O)(=O)c2c[nH]c3cc(OC)c(OC)cc3c2=O)cc1
    1 | 6% | 5 | 0.1 | nt | -4% | 2% | 0.1 | -7%
3	CCOn1c(=O)c(-c2ccc(F)cc2)[n+]([O-])c2ccccc21
    -2 | -7% | 1 | -0.4 | 0 | -19% | -2% | -0.6 | 5%
4	CC1CCC2(CC1)NC(=O)N(CC(=O)Nc1ccc(F)cc1)C2=O (stereo unspecified)
    -3 | 13% | -4 | 0.1 | 13 | -19% | 8% | 0.4 | 0%
5	Nc1cc(=O)nc(SCC(=O)Nc2ccccc2)n1CCc1ccccc1
    6 | 29% | 4 | -0.3 | nt | ? | 14%[11.4 µM] | -0.2 | -8%
6	Cc1cccc(NC(=O)CN2CCN(C(=O)C3CCN(C(=O)/C=C/c4ccccc4)CC3)CC2)c1C
    -1 | 12% | 6 | 0.1 | -13 | -15% | 2% | 0.4 | 0%
7	Cc1nn(-c2ccc(N3CCCCC3)nn2)c(C)c1CCC(=O)Nc1cccc(F)c1
    -1&6 | 20% | -4&3 | 0.3&-0.2 | nt | -16%&-16% | -3% | 0.5 | -9%&0%
8	O=C(CN(c1ccc(Cl)c(C(F)(F)F)c1)S(=O)(=O)c1ccccc1)N1CCOCC1
    0 | 3% | -11 | -0.2 | 35* | -18% | -6%[57.1 µM] | 1.0 | 6%
9	Cc1c(NC(=O)c2cnn3c2NC(c2ccc(Br)cc2)CC3C(F)(F)F)c(=O)n(-c2ccccc2)n1C (stereo unspecified)
    0 | -14% | 1 | -0.4 | -13 | -7% | -15% | -0.7 | 3%
10	OC(CN1CCOCC1)C12CC3CC(CC(C3)C1)C2 (stereo unspecified)
    -2 | 23% | -3 | 2.1 | 21 | 8% | 6% | 0.9 | 1%
11	Cc1cccc(OC(=O)c2cccnc2)c1C
    -6 | 8% | -5 | 0.2 | 2 | -11% | -6% | 0.0 | -2%
12	CCc1ccccc1N1CC23C=CC(O2)C(C(=O)OCC(C)C)C3C1=O (stereo unspecified)
    -4 | 25%[57.1 µM] | 7 | 0.6 | 5 | -21% | 9%[57.1 µM] | -0.6 | -4%
13	O=C(c1ccccc1Cl)N1CCNCC1
    1 | ? | 9 | 0.0 | -8 | -5% | 2% | -1.0 | 6%
14	Cc1nc(S(=O)(=O)N(C)Cc2ccccc2)c(C#N)c(C)c1Cl
    7 | 10% | -1 | 0.4 | 4 | -5% | -1% | -0.1 | -2%
15	COc1ccc(OC)c(C2Nc3ccccc3NC3=C2C(=O)CC(C)(C)C3)c1 (stereo unspecified)
    -1 | -1% | -3 | -0.1 | 0 | -20% | -9% | 0.5 | -4%
16	CCN1CCN(c2ccc(S(=O)(=O)N3CCOCC3)cc2NC(=O)/C=C/c2cccc(OC)c2OC)CC1
    -3 | -9% | -4 | 0.2 | -1 | -8% | -9% | -0.2 | 0%
17	COc1ccc(NC(=O)c2cccs2)cc1
    -8 | 5% | -2 | 0.0 | -9 | -11% | 4% | 0.4 | 6%
18	CC(C)c1ccccc1NC(=O)C1CN(S(=O)(=O)c2ccccc2)CCN1S(=O)(=O)c1ccccc1 (stereo unspecified)
    -2 | 12% | -8 | -1.3 | -8 | -7% | 2% | -0.7 | -10%
19	COc1ccccc1OCCNC(=O)c1cccc(S(=O)(=O)NCc2ccccc2)c1
    -1 | 34%[activator] | -10 | -2.4 | 14 | -22% | 7% | -1.4 | 2%
20	CCOC(=O)/C=C/C(=O)Nc1ccc(S(=O)(=O)Nc2c(C)cc(C)cc2C)cc1
    6 | -5% | -2 | 1.4 | -2 | -21% | -8% | 0.7 | -3%
21	CCCN1CCN(C(=O)Cn2cnc3sc(C)c(S(=O)(=O)N4CCC(C)CC4)c3c2=O)CC1
    0 | 24% | 20 | 0.5 | 0 | ? | 7% | 0.3 | -4%
22	Cc1cc(C)c(NC(=O)CSc2nccn2-c2cccc(Cl)c2)c(C)c1
    -5 | 11%[57.1 µM] | 2 | -0.2 | nt | -11% | 3%[57.1 µM] | 1.8 | 17%
23	COc1ccc(OC)c(Nc2nc(-c3sc(C)nc3C)cs2)c1
    3 | 12%[57.1 µM] | -4 | -0.4 | -12 | -24% | -4%[57.1 µM] | -0.2 | -2%
24	O=C(c1ccc(Oc2cc(Cl)cc(Cl)c2)o1)N1CCCCC1
    -4 | 18% | 1 | -1.2 | nt | -25% | 1% | nt | 3%
25	CCOC(=O)c1ccc(N2C(=O)c3[nH]nc(-c4ccc(C)cc4)c3C2c2ccc(O)cc2)cc1 (stereo unspecified)
    -1 | 10% | 9 | 1.3 | nt | -31% | -3% | 1.0 | -7%
26	COc1ccc(C2=NOC(CNC(=S)N3CCOCC3)C2)cc1 (stereo unspecified)
    6 | -7% | 1 | 0.2 | -4 | -3% | -2% | 0.8 | 1%
27	Cc1ccc(-c2nnn3c2nc(NCc2ccc4c(c2)OCO4)c2ccccc23)cc1
    -5 | 19% | 0 | 0.7 | nt | -30% | 13% | 0.7 | -5%
28	O=C(N/N=C/c1cc(Br)c(O)c(Br)c1O)c1cccnc1
    -4 | 15% | -3 | 1.7 | 11 | -24% | -15% | 0.0 | 6%
29	CCc1ccc(N(C(=O)CCC(=O)Nc2cc(C)on2)C(C(=O)NC(C)(C)C)c2ccc(OC)cc2)cc1 (stereo unspecified)
    7 | 4% | 24 | 1.1 | -4 | -21% | -2% | 3.0 | -1%
30	CC(C)c1csc(CN2CCC(CCC(=O)NCC3CCCO3)CC2)n1 (stereo unspecified)
    -2 | ? | -2 | -0.3 | nt | 2% | -9% | nt | 10%
31	Cc1cccc(C(=O)N2CCc3cc(CNC(=O)c4cc5ccccc5[nH]4)ccc32)c1
    2 | -10%[57.1 µM] | -6 | 0.2 | nt | -5% | -17%[57.1 µM] | 0.3 | 0%
32	Nc1ccc(Oc2ccc(Br)cc2)cc1
    -1 | -9%[57.1 µM] | 4 | 0.5 | 0 | -11% | 5%[57.1 µM] | 0.1 | 5%
33	COc1ccc2ncn(-c3ccccc3)c2c1
    3 | -8% | -2 | -0.8 | nt | -1% | -9% | nt | 0%
34	CCOc1cc(C2C(C#N)=C(N)OC(C)=C2C(C)=O)c(Br)c(Br)c1OC(C)C (stereo unspecified)
    5 | ? | -6 | 0.7 | -13 | -21% | -14% | 2.2 | -5%
35	CCOC(=O)c1[nH]c2ccccc2c1NC(=O)NC(C)C
    3 | 12% | -5 | 0.3 | 13 | -8% | 12% | 0.3 | 9%
36	O=C(NNC(=O)c1ccc(Br)s1)NC1CCCCC1
    0 | 4% | 0 | 0.1 | -8 | -9% | -7% | 0.2 | 7%
37	COc1ccc(NC(=O)COC(=O)C2CCC2)cc1Cl
    5 | 6% | -2 | 0.3 | -1 | 1% | 0% | 0.1 | 2%
38	COc1ccc(-n2nc(C(=O)NCC(=O)Nc3cccc(C)n3)c3ccccc3c2=O)cc1
    3 | 16% | -7 | -0.6 | -1 | -6% | 31%[activator] | -0.2 | 0%
39	COCc1ccc(C(=O)N(C)C2CCCN(Cc3ccccc3F)C2)o1 (stereo unspecified)
    -2 | -20% | 3 | -0.6 | 12 | -8% | -6% | -0.1 | 0%
40	S=C(NCc1ccco1)N1CCN(c2nc(-c3ccccc3)cs2)CC1
    3 | 21%[57.1 µM] | 30* | -0.5 | -14 | -12% | 5%[57.1 µM] | 1.1 | -5%
41	COc1ccc(S(=O)(=O)N2CCCCCC2)cc1C(=O)NCc1ccco1
    5 | 5% | nt | nt | nt | 4% | 0% | nt | -2%
42	CC(C)Cc1nc(C#N)c(N2CCC(C(N)=O)CC2)o1
    -1 | 15% | 4 | -0.1 | 10 | -12% | 4% | 1.1 | 0%
43	CC(C)[C@H](NC(=O)OCc1ccccc1)C(=O)OCC(=O)NCc1ccco1
    -7 | ? | nt | nt | nt | -3% | 2% | nt | -2%
44	CC(=O)Nc1ccc(S(=O)(=O)N(C)CC(=O)NCCC2=CCCCC2)cc1
    0 | 10% | 15 | -1.3 | -17 | -24% | 1% | 0.3 | 0%
45	COc1ccc(C(=O)CSc2nc3c(c(=O)n(C)c(=O)n3C)n2C)cc1
    nt | nt | -2 | 0.4 | -7 | nt | nt | 0.8 | nt
46	CCC(=O)Nc1ccc(-c2nc3ncccc3o2)cc1C
    -2 | -8% | -3 | 2.2 | nt | ? | 340%[activator] | nt | 0%

Structures listed so far that have fluorine, in the order listed:
Every second line gives: PI4K2A inh | TrxR1 inh | TRHR enhancer | TRHR ag | D2 antagonist | USP1-UAF1 inh | TrxR1 substrate | D2 ag | IDH1 R132H inh
3	CCOn1c(=O)c(-c2ccc(F)cc2)[n+]([O-])c2ccccc21
    -2 | -7% | 1 | -0.4 | 0 | -19% | -2% | -0.6 | 5%
4	CC1CCC2(CC1)NC(=O)N(CC(=O)Nc1ccc(F)cc1)C2=O (stereo unspecified)
    -3 | 13% | -4 | 0.1 | 13 | -19% | 8% | 0.4 | 0%
7	Cc1nn(-c2ccc(N3CCCCC3)nn2)c(C)c1CCC(=O)Nc1cccc(F)c1
    -1&6 | 20% | -4&3 | 0.3&-0.2 | nt | -16%&-16% | -3% | 0.5 | -9%&0%
8	O=C(CN(c1ccc(Cl)c(C(F)(F)F)c1)S(=O)(=O)c1ccccc1)N1CCOCC1
    0 | 3% | -11 | -0.2 | 35* | -18% | -6%[57.1 µM] | 1.0 | 6%
9	Cc1c(NC(=O)c2cnn3c2NC(c2ccc(Br)cc2)CC3C(F)(F)F)c(=O)n(-c2ccccc2)n1C (stereo unspecified)
    0 | -14% | 1 | -0.4 | -13 | -7% | -15% | -0.7 | 3%
39	COCc1ccc(C(=O)N(C)C2CCCN(Cc3ccccc3F)C2)o1 (stereo unspecified)
    -2 | -20% | 3 | -0.6 | 12 | -8% | -6% | -0.1 | 0%
